Xi reactivation = reactivates the inactive X chromosome in mouse fibroblasts; 0.055% of 360,000 active; activation, % at 7.58 µM; AID 743238; XiGFP mouse fibroblasts, % GFP-positive cells imaging, 3 d; cells co-treated with 5-aza-dC sensitizer; scaled so ellipticine positive control = 100%;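 active = mean normalized replicate activation at least 10% and every replicate at or above 10%; inconclusive = only one of the two criteria met; inactive = mean below 10% and not all replicates reach 10%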;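 also: 0% = median of on-plate neutral control wells and 100% = ellipticine 6 µM median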
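material = 68-5-11 XiGFP fibroblast line | medium = DMEM plus 5-aza-dC sensitizer | schedule = 3 days compound exposure | benchmarks = positive control ellipticine, 6 µM final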
INS-1E GSIS act = GLuc luminescence reporter in INS-1E cells, primary screen for activators of glucose-dependent secretion of insulin | INS-1E GLuc reporter insulin secretion, 2-3 h | activation, % at 16.6 µM | 0.61% of 370,000 active | AID 743287;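 active = lowest replicate activation of at least 40%, so every replicate reaches that level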;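 also: 0% = median of neutral control wells and 100% = median of IBMX positive control wells; some compounds called inactive have numbers as strong as hits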
ERAP1 inh = blocks human ERAP1 aminopeptidase activity. inhibition, % at 10.7 µM. 0.15% of 340,000 active. AID 652197. recombinant ERAP1, Leu-AMC fluorescence, 60 min. Q9NZ08;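 active = mean replicate inhibition of at least 30%, or all replicates individually reaching that 30% level; inactive = mean below 30% and not every replicate reaching it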;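 also: 0% = neutral control wells and 100% = L-leucinethiol positive control wells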
F508del corr = correctors of CFTR F508del function in bronchial epithelial cells; AID 720511; CFBE cells, YFP halide quenching; stimulated with forskolin plus potentiator P3; % fluorescence drop versus neutral controls; 0.36% of 350,000 active; activity (quench increase), % at 7.58 µM;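 active = mean added fluorescence quench of at least 8% versus neutral control, with both replicates also reaching 8%; inconclusive = only one of the mean or replicate conditions met; inactive = mean below 8% and not both replicates reaching 8%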;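 also: cells transiently co-express mutant CFTR-F508del with the halide-sensitive YFP; corrector assay measuring rescue of mutant channel to the surface after 24 h compound exposure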
RAD54 branch = blocks human RAD54 Holliday junction branch migration. Q92698. FAM/BHQ fluorescence. inhibition, % at 10.4 µM. 0.14% of 360,000 active;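 active = mean normalized replicate activity at least 40 and at least half of replicates scoring 40 or more; inconclusive = only one of the two criteria met; inactive = mean below 40 and under half of replicates reaching 40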;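 also: 0% = median of neutral control wells and 100% = median of positive control wells; inhibitors cause a drop in the FAM fluorescence signal; in these data hits start at about 50%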
ARNT-TACC3 inh = ARNT/TACC3 interaction disruption; AlphaScreen His-ARNT PAS-B/GST-TACC3 binding, luminescence; TACC3 fragment carries E629A point mutation; inhibition, % at 9.99 µM; 0.66% of 390,000 active;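 active = mean inhibition of replicates at least 50% and at least half of replicates each reaching 50%; inconclusive = half or more replicates reach 50% but mean below 50%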;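 also: 0% = complete ARNT plus TACC3 wells and 100% = ARNT alone without TACC3; many hits fall short of the cut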
esBAF inh = inhibitors of esBAF chromatin remodeling in mouse ES cells; Bmi1-luciferase knock-in reporter, 24 h; 100% = twice the neutral-well signal; reporter increase, % at 12.5 µM; 2% of 350,000 active; in the data active = activation above about 40%; inconclusive = no clear call, values can overlap the other calls;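 also: 0% = median of the plate's neutral control wells and 100% = double that signal; a rise in the Bmi1 reporter signal indicates esBAF inhibition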
RAD52 inh = blocks human RAD52 DNA annealing; P43351; recombinant RAD52 DNA annealing, FRET fluorescence; inhibition, % at 18.7 µM; 0.46% of 360,000 active;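 active = every replicate showing at least 50% inhibition; inconclusive = mean inhibition at least 50% but not in every replicate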
Target sequence (P43351 whole entry, looked up): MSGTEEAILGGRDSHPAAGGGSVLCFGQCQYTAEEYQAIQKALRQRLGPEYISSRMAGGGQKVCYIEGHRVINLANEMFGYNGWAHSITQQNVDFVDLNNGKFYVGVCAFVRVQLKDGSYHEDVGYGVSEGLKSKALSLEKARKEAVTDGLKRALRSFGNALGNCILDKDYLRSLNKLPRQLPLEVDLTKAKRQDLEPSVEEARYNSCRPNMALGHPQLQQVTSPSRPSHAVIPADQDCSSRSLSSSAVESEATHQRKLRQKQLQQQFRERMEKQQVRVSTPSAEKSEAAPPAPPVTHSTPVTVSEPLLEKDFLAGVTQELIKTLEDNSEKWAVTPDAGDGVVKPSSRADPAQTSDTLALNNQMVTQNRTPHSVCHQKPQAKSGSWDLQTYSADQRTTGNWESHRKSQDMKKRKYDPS
* = called active by the depositor; u = inconclusive; x = not tested or not shown; & = joins results of further samples. This is a random part of the collection; any-hit rate near 3.3%.

SMILES | Xi reactivation | INS-1E GSIS act | ERAP1 inh | F508del corr | RAD54 branch | ARNT-TACC3 inh | esBAF inh | RAD52 inh
O=C(N1CCOCC1)N1CCCC(c2nc(-c3cccs3)no2)C1 (configuration not stated) | x | -14 | -8 | x | -1 | 3 | 4 | -11
CCSc1nnc(COc2ccccc2)n1CC | 0.0 | -5 | -3 | 1.5 | -9 | -2 | x | -9
Cc1ccc(S(=O)(=O)N2C[C@@H](O)COC[C@H]3O[C@@H](CC(=O)NCCN4CCCCC4)CC[C@@H]32)cc1 | -0.1 | 15 | 4 | 2.3 | -1 | -8 | 4 | 2
COc1ccc(NC(=O)N(C)C[C@H]2Oc3c(NC(=O)CCCCCC(=O)Nc4ccccc4N)cccc3C(=O)N([C@H](C)CO)C[C@@H]2C)cc1 | 0.2 | 7 | -1 | -1.6 | x | x | x | 0
Cc1cc(C)cc(C(=O)NCC(=O)N2CCC3(CC2)NCCc2[nH]cnc23)c1 | 0.1 | 1 | -3 | 0.6 | -2 | 1 | -3 | -14
O=C(O)CNC(=O)C1CCCN1C(=O)CNC(=O)OCc1ccccc1 (configuration not stated) | 0.2 | 3 | 2 | 0.7 | -13 | -7 | -5 | -8
C[C@@H]1CN([C@H](C)CO)C(=O)c2cc(NC(=O)Cc3cn(C)c4ccccc34)ccc2O[C@@H]1CN(C)CC1CCCCC1 | 0.3 | -12 | -2 | 3.1 | -2 | 6 | 2 | 7
NS(=O)(=O)c1cccc(NC(=O)COC(=O)c2cc(-c3ccc(Cl)cc3)nc3ccccc23)c1 | 0.0 | 5 | 18 | x | -7 | -1 | x | -24
O=C(COc1ccc(/C=N/NC(=O)c2ccc(O)cc2)cc1)Nc1ccc([N+](=O)[O-])cc1 | 0.1 | 66 | x | x | 9 | x | -2 | x
Oc1ccccc1Nc1ccccn1 | 0.1 | 7 | 2 | -1.3 | 9 | -9 | -1 | -1
Oc1c(CN2CCCCC2)cc(COCc2ccccc2)c2cccnc12 | x | -10 | x | x | 12 | 62* | -44 | x
CCC(=O)NC(=S)Nc1cccc(Cl)c1N1CCCC1 | 0.0 | 0 | 0 | 0.3 | 0 | 1 | -12 | -2
COc1ccc(-n2c(=S)[nH]c3cc(C(=O)NCc4cccnc4)ccc3c2=O)cc1 | -0.1 | 4 | 1 | -0.2 | -2 | -6 | 2 | -16
C[C@H](NC(=O)[C@@H]1Cc2ccccc2CN1)C(=O)NC[C@H]1CC[C@H](C(=O)O)CC1 | 0.0 | 24 | -7 | 0.4 | -2 | -7 | -4 | -14
CCOC(=O)N1CCN(Cc2nc3cc([N+](=O)[O-])ccc3n2CC)CC1 | -0.1 | -11 | -1 | -1.3 | -2 | -2 | -4 | -6
CC(C)NC(=O)Nc1ccc2c(c1)C(=O)N([C@@H](C)CO)C[C@H](C)[C@@H](CN(C)C(=O)NC(C)C)OCCCC[C@H](C)O2 | 0.5 | 14 | 1 | -1.5 | 9 | -5 | x | -3
Cc1cccn2c(=O)c(C=O)c(N3CC(C)OC(C)C3)nc12 (configuration not stated) | 0.2 | 2 | -1 | -0.2 | x | 2 | x | -10
COc1cc(C2c3cc4c(cc3C3OC(=O)C2C3CO)OCO4)cc(OC)c1OC (configuration not stated) | 0.3 | x | -1 | -5.1 | -3 | x | -16 | -9
CC(=O)NC(=S)Nc1ccc(NC(=S)NC(=O)c2ccc([N+](=O)[O-])cc2)cc1 | -0.1 | -7 | 5 | 1.3 | x | 1 | x | 0
NC(=O)CC[C@H](NC(=O)c1ccc(F)cc1)C(=O)OCC(=O)NCc1ccc(F)cc1 | 0.0 | -11 | 0 | -1.5 | x | -2 | x | -9

Rewritten in CSV form: part of the list above.
smiles,Xi reactivation,INS-1E GSIS act,ERAP1 inh,F508del corr,RAD54 branch,ARNT-TACC3 inh,esBAF inh,RAD52 inh
C[C@H](NC(=O)[C@@H]1Cc2ccccc2CN1)C(=O)NC[C@H]1CC[C@H](C(=O)O)CC1,0.0,24,-7,0.4,-2,-7,-4,-14
CCC(=O)NC(=S)Nc1cccc(Cl)c1N1CCCC1,0.0,0,0,0.3,0,1,-12,-2

Remaining list, next part
SMILES | Xi reactivation | INS-1E GSIS act | ERAP1 inh | F508del corr | RAD54 branch | ARNT-TACC3 inh | esBAF inh | RAD52 inh
CCOC(=O)[C@]12CCC=C1N(Cc1ccccc1)C(=O)[C@H](CC(=O)N1CCSCC1)C2 | u | 3 | -1 | -1.4 | x | x | x | -1
Cc1cc2c(cc1C)-n1nnnc1C(N1CCN(C(=O)OCc3ccccc3)CC1)C(=O)N2 (configuration not stated) | 0.2 | -29 | x | -0.5 | x | x | x | -5
CC(N=C1NS(=O)(=O)c2ccccc21)C(=O)Nc1ccc(F)cc1Cl (configuration not stated) | 0.1 | -1 | 0 | 2.4 | 6 | -8 | -2 | -18
O=C1[C@H]2[C@@H](c3ccccc3)N[C@]3(CCCN(Cc4ccc(C(F)(F)F)cc4)C3=O)[C@H]2C(=O)N1Cc1ccccc1 | 0.2 | -16 | 9 | -0.8 | -3 | x | 2 | -3
O=C(N[C@@H]1CC[C@@H](CCNS(=O)(=O)Cc2ccccc2)O[C@H]1CO)c1ccccc1F | -0.2 | 2 | -1 | 1.5 | -5 | 12 | 0 | 11
O=C(NC1CCCC1)c1cc(-c2ccc(Cl)c(Cl)c2)on1 | -0.1 | -2 | -2 | -2.8 | 7 | x | 64* | -7
CCOc1ccc(C(=O)/C=C/Nc2ccc(S(=O)(=O)Nc3onc(C)c3C)cc2)cc1 | 0.1 | -8 | x | x | 2 | 0 | x | x
COC(=O)c1cc(OC)c(OC)cc1NC(=O)c1cc(OC)cc(OC)c1 | 0.0 | 18 | 7 | -3.0 | x | -6 | -2 | -10
C=CCCC1CN(Cc2ccc(OC)cc2)S(=O)(=O)c2c(F)cccc2O1 (configuration not stated) | -0.2 | -11 | 0 | 3.7 | x | x | x | -5
COc1ccc2nc(N3C(=O)C(O)=C(C(=O)c4ccco4)C3c3ccc(OC)c(OC)c3)sc2c1 (configuration not stated) | 0.0 | 1 | 2 | 2.1 | -9 | x | -2 | -21
O=C(C1CCCCC1)N1CC[C@@H]2[C@@H](CO)Nc3ccc(C#Cc4ccc(F)cc4)cc3[C@@H]21 | 0.0 | -33 | 1 | -3.2 | x | x | x | -11
Cn1c(CSCc2ccccc2)nnc1SCC(=O)Nc1ccc(C(=O)O)cc1 | 0.1 | 4 | -3 | -0.7 | x | 1 | x | -13
C/C=C/c1ccc([C@@H]2[C@H](CO)N(CC3CCCC3)C23CN(C(=O)COC)C3)cc1 | 0.2 | -30 | -2 | -0.3 | x | x | x | -8
COCC1CCN(C(=O)c2cc(COc3ccc(-n4cncn4)cc3)on2)C1 (configuration not stated) | -0.1 | -6 | 1 | 0.8 | -1 | -11 | -4 | -13
CCOc1cc(S(=O)(=O)NCCc2ccc(OC)c(OC)c2)c(OCC)cc1-n1cnnn1 | x | 10 | x | x | 3 | 4 | -1 | x
CC(C)c1cn(CC[C@@H]2CC[C@H](NC(=O)C3CCOCC3)[C@H](CO)O2)nn1 | 4.8 | 11 | 1 | 1.4 | x | x | x | 3
O=C(O)CCC(=O)NNC(=O)c1ccc(Br)cc1 | 0.0 | x | 4 | x | x | -4 | x | -10
Cc1noc(C)c1NC(=O)N(C)C[C@@H]1Oc2ncc(Br)cc2C(=O)N([C@@H](C)CO)C[C@H]1C | -0.1&-0.4 | 2&25 | -3&-1 | 1.2&1.7 | 5&-7 | 30 | -1&-2 | -10&0
O=S(=O)(c1ccc(Cl)c(F)c1)N1CCC(c2nc(-c3ccncc3)no2)CC1 | x | -16 | x | x | -13 | -28 | 4 | x
COc1ccccc1[C@@]1(C)ON(c2ccccc2C(F)(F)F)C1=O | 0.1 | -4 | 1 | 0.9 | 3 | x | -7 | -6
O=C(C[C@@H]1C[C@H]2c3cc(NC(=O)NC4CCCC4)ccc3O[C@H]2[C@H](CO)O1)NCc1ccc(Cl)cc1 | 0.1 | -4 | -2 | 3.0 | -4 | 0 | 0 | 1
Cc1ccc(OCC(=O)N2CCOCC2)c([N+](=O)[O-])n1 | 0.0 | 6 | -7 | -0.6 | -8 | -4 | x | -8
O=C(C[C@@H]1CC[C@H]2[C@@H](COC[C@H](O)CN2Cc2ccccc2)O1)N[C@@H]1CCN(Cc2ccccc2)C1 | 0.0 | 6 | 4 | -0.5 | -4 | -1 | -3 | 16
COc1ccc(NC(=O)C2Cc3c(-c4ccc(Cl)cc4)ccnc3O2)cc1 (configuration not stated) | 0.4 | -17 | -1 | -2.4 | 17 | x | 5 | -7
C[C@H]1CN([C@@H](C)CO)C(=O)c2ccccc2-c2ccccc2CO[C@@H]1CN(C)Cc1cccc(C(=O)O)c1 | 0.0 | 8 | 0 | -2.3 | -2 | 1 | -5 | -4
CCCN(C)C[C@@H]1Oc2cc(C#Cc3ccccc3)ccc2S(=O)(=O)N([C@H](C)CO)C[C@@H]1C | 0.3 | -28 | -4 | -0.3 | 2 | -6 | 2 | 9
Cc1nc(NCc2ccccn2)c2ccccc2n1 | x | 1 | x | x | 15 | -10 | 8 | x
CC1(C)NC(=O)N(CC(O)COc2cccc(F)c2)C1=O (configuration not stated) | 0.2 | -6 | 0 | 0.3 | 10 | -1 | -2 | 15
O=C(Nc1ccccc1)Nc1nc2ccccc2s1 | 0.2 | 7 | 0 | 0.6 | -7 | -5 | -1 | -6
COc1ccc(F)cc1C(=O)C1CCCN(Cc2ccc(Sc3nncn3C)o2)C1 (configuration not stated) | 0.0 | -11 | -4 | -0.9 | x | 2 | x | -14
O=C(Nc1ccc2c(c1)[C@H]1C[C@@H](CC(=O)N3CCOCC3)O[C@@H](CO)[C@H]1O2)C1CCC1 | 0.0 | 10 | x | -0.9 | -5 | -9 | 1 | x
CCOc1ncccc1C(=O)Nc1cc(S(=O)(=O)N2CCCCCC2)ccc1OC | 0.0 | 0 | -5 | -1.4 | 2 | 1 | 1 | -11
Cc1ccccc1Cn1ccc(NC(=O)c2nn(C)cc2[N+](=O)[O-])n1 | 0.0 | -4 | 7 | x | x | -1 | x | -15
CN(C)c1ccc(/C=N/N2C(=O)c3ccccc3C2=O)cc1 | 0.0 | 3 | x | 0.3 | x | -10 | 40 | -8
N#Cc1c(Cl)nsc1NC(=O)c1ccccc1 | 0.0 | -26 | -4 | 1.1 | x | x | x | -20
Cc1ccnc(NC(=O)CCCNC(=O)c2ccc(Cl)cc2)c1 | 0.0 | -8 | 0 | -2.2 | x | -4 | u | -2
CCN(C(=O)CSc1nncn1-c1ccccc1)C1CCS(=O)(=O)C1 (configuration not stated) | 0.2 | 12 | 4 | 2.2 | 1 | 12 | x | 8
CC(=O)c1cccc(NC(=O)C(C)OC(=O)CNC(=O)c2ccc(C)s2)c1 (configuration not stated) | 0.1 | -3 | -3 | 7.9 | x | 0 | x | -18
C[C@@H]1CN([C@@H](C)CO)C(=O)c2cc(NS(=O)(=O)c3ccccc3)ccc2O[C@H]1CN(C)Cc1ccc(-c2ccccc2)cc1 | 0.0 | -16 | 0 | -1.8 | 2 | 1 | 8 | -32
COc1ccc(N(CCCN2C(=O)c3cccc4cccc(c34)C2=O)C(=O)c2ccncc2)cc1 | 0.0 | -2 | 0 | 2.0 | x | 5 | x | -5
COc1cc(N)c(Cc2nccc3cc(OC)c(OC)cc23)cc1OC | -0.1 | 19 | 1 | -0.4 | x | 15 | -2 | -28

Bioassay records (PubChem)
